# Screens (PubChem)
# TEAD-YAP inh: TEAD-YAP interaction inhibition, primary screen, TEAD-YAP interaction inhibitor project, luminescence, HEK-TIYL cells. inhibition, % at 9.12 µM. 640,000 compounds, 1.4% hits. AID 1259422, 2018. TEAD-Gal4/YAP UAS-luciferase luminescence; in the data active means inhibition above about 32%;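 further: 0% = median of test compound wells and 100% = reference inhibitor wells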
# FBW7 act: FBW7 E3 ligase activators, primary screen, biochemical, AlphaScreen, human. AlphaScreen FBW7–phospho-cyclin E peptide binding, activator screen. normalized activity (activation), % at 26.1 µM. 650,000 compounds, 0.13% hits; in the data active means normalized activity above about 1.9%;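 further: purified mutant Fbw7 with reduced substrate affinity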
# GPR151 ag: activators of human GPR151, primary screen, cell-based, PathHunter beta-arrestin, luminescence. G-protein coupled receptor 151 (Homo sapiens), Q8TDV0. PathHunter beta-arrestin GPR151 cells. activation, % at 11.2 µM. 650,000 compounds, 1% hits; in the data active means activation above about 4.9%;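 further: 0% = median of compound wells and 100% = cells with positive control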
# MITF inh: MITF inhibitors, primary screen, biochemical, AlphaScreen, human. Microphthalmia-associated transcription factor (Homo sapiens), O75030. AlphaScreen MITF homodimerization, bead proximity signal. inhibition, % at 2.6 µM. 650,000 compounds, 0.91% hits; in the data active means inhibition above about 50%;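 further: 0% = vehicle wells with protein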
# Target sequence (O75030 whole entry, looked up): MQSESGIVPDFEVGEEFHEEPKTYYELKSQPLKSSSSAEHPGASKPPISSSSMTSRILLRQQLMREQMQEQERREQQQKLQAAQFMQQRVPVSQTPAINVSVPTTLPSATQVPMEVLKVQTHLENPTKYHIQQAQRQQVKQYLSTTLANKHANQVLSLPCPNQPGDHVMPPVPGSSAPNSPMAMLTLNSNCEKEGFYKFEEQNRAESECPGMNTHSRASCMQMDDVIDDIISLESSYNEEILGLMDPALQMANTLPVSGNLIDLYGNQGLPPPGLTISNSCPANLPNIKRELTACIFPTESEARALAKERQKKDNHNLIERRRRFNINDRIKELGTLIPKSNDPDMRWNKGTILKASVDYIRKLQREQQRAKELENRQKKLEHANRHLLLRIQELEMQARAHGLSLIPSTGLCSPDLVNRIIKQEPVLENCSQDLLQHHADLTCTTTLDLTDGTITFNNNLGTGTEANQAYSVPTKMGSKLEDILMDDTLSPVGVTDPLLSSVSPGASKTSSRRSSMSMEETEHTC
# Starred values were filed as active, the others as inactive.
SMILES,TEAD-YAP inh,FBW7 act,GPR151 ag,MITF inh
COc1ccc(-c2nocc2C#N)cc1,-2,-0.1,-0.8,-24
O=C1C(Cl)=C(NCC2CCCO2)C(=O)N1c1cc(Cl)ccc1Cl (centres undefined),6,-0.1,-1.0,-17
COC(=O)CCCCCN1C(=O)/C(=C\c2cccc(O)c2)SC1=S,16,-0.2,-0.7,8
COc1ccc(-n2nc(C(=O)NCC(=O)Nc3ccccn3)c3ccccc3c2=O)cc1Cl,-6,0.0,1.6,-6
CCN1C(=O)CC(Sc2ccccc2N)C1=O (centres undefined),15,-0.1,2.7,-3
Cn1cnnc1SCc1nc2ccccc2c(=O)[nH]1,-1,0.0,2.1,1
COc1ccc2c(c1)C[C@H](C(=O)Nc1ccc(-c3ccncc3)cc1O[C@H]1CCN(C)C1)CO2,-6,-0.1,-1.5,21
CCn1nc(C)c(C2NC(=O)c3ccccc3N2)c1C (centres undefined),5,0.0,0.5,7
COc1ccccc1CNC(=O)C1CCCN(c2nnc(N3CCCC3=O)s2)C1 (centres undefined),5,0.1,-2.6,6
COc1ccc(NC(=O)c2cc3c(=O)n4cccc(C)c4nc3n2C)cc1,0,0.1,0.6,-14
COc1ccc(CC(=O)Nc2nc3c(s2)CCc2ccccc2-3)cc1C,11,0.1,1.5,9
CS(=O)(=O)Nc1nc(CC(=O)O)cs1,3,0.1,5.2*,-5
COc1ccc(NC(=O)CNC(=O)Cn2cnc3sc(C)c(C)c3c2=O)cc1Cl,-1,0.1,-0.3,3
COc1ccc(/C=C/C(=O)N2CC[C@H]3[C@H](CCC(=O)N3CC3CCCCC3)C2)cc1OC,-9,0.5,0.3,1
CN1C(=O)C(C)(C)c2cc(S(=O)(=O)N3CCC(C(=O)N4CCCC4)CC3)ccc21,5,0.2,0.1,9
Cc1nc(Nc2cccc3ccccc23)nc(Nc2cccc3ccccc23)c1[N+](=O)[O-],1,0.1,0.4,-9
CCOC(=O)C1=C(C)Nc2ncnn2C1c1ccccc1C(F)(F)F (centres undefined),8,0.2,-0.3,16
CCN(C(=O)CSc1nc2n[nH]c(C)c2c(=N)n1-c1ccc(Cl)c(C)c1)c1cccc(C)c1,24,0.0,-0.9,4
Cc1ccc(NC(=O)c2nc3ncccn3n2)cc1F,-29,0.0,-0.3,12
Cc1ccccc1NC(=O)c1cccc(N2C(=O)c3ccc(C(=O)O)cc3C2=O)c1,-8,0.0,0.8,1
CCOC(=O)c1sc2nc(SCC(=O)C(C)(C)C)n(CCc3ccccc3)c(=O)c2c1C,-2,0.1,-1.7,7
COc1ccc(N2CCN(CCNC(=O)NCc3noc4ccccc34)CC2)cc1,-5,-0.1,-0.9,-10
CCCc1cc2c(-c3ccccc3)cc(=O)oc2cc1OCc1cc(C(=O)OC)oc1C,-2,-0.2,1.5,7
Cc1c(/C=N/NC(=O)c2cc(F)ccc2F)cnn1C,-25,-0.2,0.9,4
CC(C)CC(=O)Nc1c2c(nn1-c1ccc([N+](=O)[O-])cc1)CS(=O)(=O)C2,1,0.5,2.8,12
COC(=O)CSc1nc2ccccc2c(=O)n1-c1ccccc1,13,0.5,3.0,5
O=C(COc1ccccc1)NCc1ccccn1,-6,-0.1,1.1,1
COc1cc(N2CCN(C(=O)Nc3cccc(Cl)c3)CC2)nc(OC)n1,13,0.8,0.3,9
O=S(=O)(c1ccc(C(F)(F)F)cc1)N1CCN(N2CCOCC2)CC1,-8,0.0,-0.6,-4
CCc1c(C)sc(NC(=O)OC)c1C(N)=O,-6,0.7,1.4,11
COc1ccc2c(c1)C(=O)CC(c1ccc(OC)c(OC)c1)O2 (centres undefined),-1,0.1,2.1,-1
O=C(O)c1cc(Cl)c(Cl)c([N+](=O)[O-])c1,2,-0.1,-0.4,3
O=C(NC1CCN(Cc2ccccc2)CC1)c1cccc(Nc2ncccn2)c1,5,0.3,3.0,12
CC(=O)NC1(c2ccccc2)CCN(c2cc(N)nc(C)n2)CC1,6,-0.3,-0.2,-1
CC1CCN(C2c3ccccc3CC2NS(=O)(=O)c2ccccc2)CC1 (centres undefined),0,0.0,-1.2,0
CCSc1nnc2c(n1)OC(c1cccnc1)N(C(C)=O)c1ccccc1-2 (centres undefined),-3,-0.1,-0.9,0
Cc1cc2c(cc1S(=O)(=O)CCC(=O)Nc1ccccc1Cl)OCC(=O)N2,7,-0.1,12*,6
CCOC(=O)c1sc2nc(SCC(=O)Nc3c(C)cccc3C)n(N)c(=O)c2c1C,-1,-0.1,0.6,5
COc1ccc(N(C)C(=O)c2ccc(N3C(=O)c4ccccc4C3=O)cc2)cc1,-5,0.0,-1.0,4
O=C(COC(=O)c1cc([N+](=O)[O-])ccc1NCCO)Nc1ccc(Cl)cc1F,-6,-0.1,-0.3,1
CCOc1cc(C2C(C(=O)OC3CCCCC3)=C(C)NC3=C2C(=O)CC(c2ccccc2)C3)cc(Cl)c1O (centres undefined),-6,-0.1,-0.5,4
Cc1c(C#N)c(N)nc(SCC(=O)c2ccc(Cl)cc2)c1C#N,-2,0.0,0.6,-6
CS(=O)(=O)N(Cc1ccc(Br)cc1)c1ccccc1,0,0.4,-1.7,-10
CSCCC(NC(=O)c1ccccc1)c1noc(-c2ccc(C)cc2)n1 (centres undefined),6,-0.1,0.1,-4
Cc1nnc(SCC(=O)N2c3ccccc3CCc3ccccc32)s1,-1,0.4,1.5,14
CSc1ccccc1NC(=O)CCCn1c(C)ccc1C,9,0.0,2.5,2
CCCN(CCC)c1ccc(/C=N/n2cnnc2)cc1,12,-0.1,1.5,8
O=C1NC(=S)N/C1=C/c1ccc(-c2ccc(Cl)c(Cl)c2)o1,-12,0.1,-0.1,-4
CN1CCN(Cc2ccc(-c3ccccc3Cl)o2)CC1,-14,-0.3,-0.4,4
COC(=O)c1ccccc1N1C(=O)C2C3C=CC(CC3)C2C1=O (centres undefined),-1,-0.1,-1.1,-10
OCC1OC(Nc2ccc(Br)cc2)C(O)C(O)C1O (centres undefined),-9,0.0,1.0,-3
CCn1c2ccccc2c2nc3cc(C(=O)O)ccc3nc21,-5,0.0,-1.5,5
O=C(NCc1cccc(NC(=O)C2CC2)c1)Nc1ccc(-c2cn[nH]c2)cc1,-3,0.2,-0.2,8
NCCCC[C@@H]1NC(=O)[C@@H]2C[C@H](NC(=O)c3ccccc3)CN2C1=O,-4,-0.2,-1.1,-15
O=S(=O)(c1ccccc1)N(Cc1ccco1)Cc1nnc(-c2ccc(Cl)cc2)o1,-8,-0.2,0.6,7
Cc1nc2sc(C(c3cccs3)N3CCC(C(N)=O)CC3)c(O)n2n1 (centres undefined),-2,0.0,0.4,-7
Cc1ccccc1CC(C1CCN(C(=O)c2cc[n+]([O-])cc2)CC1)N(C)C(=O)C1CCC1 (centres undefined),-3,0.0,1.7,10
COc1ccc(OC)c(N(CC(=O)Nc2cccc(Cl)c2)S(=O)(=O)c2ccc(OC)c(OC)c2)c1,7,0.0,0.4,-10
Cc1ccccc1NC(=O)c1ccc(Nc2nc(-c3ccccc3)c3cc(Br)ccc3n2)cc1,7,0.3,1.6,-1
CCCC(=O)C1=C(c2ccc(OC)cc2)N(C(=O)CCC)n2c(C)nnc2S1,-6,-0.3,-0.9,-6

# Following part.
SMILES,TEAD-YAP inh,FBW7 act,GPR151 ag,MITF inh
Cc1ccc(N(CC(=O)NC(C)C)S(C)(=O)=O)cc1Cl,0,-0.2,-1.1,1
CCCOC(=O)C1=C(C)NC2=C(C(=O)CC(c3ccc(OC)cc3)C2)C1c1cc(Br)c(O)c(OCC)c1 (centres undefined),19,0.1,2.5,-2
COc1ccc(S(=O)(=O)N2CCC(C(=O)Nc3cccc(F)c3)CC2)cc1C,9,0.1,-1.1,6
COCCN(C(=O)CCC(=O)Nc1ccccn1)C(C(=O)NC(C)C)c1ccc(F)cc1 (centres undefined),5,-0.2,1.6,4
CCCn1c(SCC(=O)N2CCc3ccccc32)nnc1-c1cccnc1,-2,0.1,-1.3,-6
COC(=O)C1=C(C)NC(=S)NC1C (centres undefined),-13,-0.2,1.7,-9
COc1cc(C(=O)Nc2sc3c(c2C(=O)OC(C)C)CCCC3)cc(OC)c1OC,-4,0.1,0.1,-2
CCOc1ccc(C(=O)NC(=S)NCc2cccnc2)cc1[N+](=O)[O-],14,0.4,0.0,7
COc1cc(NC(=O)Cc2cn(-c3ccc(Nc4ccnn4C)nn3)c3ccccc23)cc(OC)c1OC,-1,0.1,-0.7,15
O=c1[nH]c(Nc2nc(C(F)(F)F)cs2)nc2c1CCCC2,-7,-0.1,-0.9,2
COCC(=O)Nc1cccc(NC(C)=O)c1,7,0.1,-0.9,-20
Cc1noc(C)c1-c1cc(C(=O)NCc2ccccc2)ccn1,1,0.0,0.8,-1
CN(CC(=O)Nc1cc(Cl)cc(Cl)c1)S(=O)(=O)c1ccccc1,7,0.6,-1.9,13
Cn1c(=O)c(C(=O)Nc2cccc(Cl)c2Cl)c(O)c2ccccc21,2,0.2,0.1,24
COc1ccc(Cl)cc1C(=O)Nc1cc(C(=O)O)cc(C(=O)O)c1,8,0.0,-1.2,8
Cc1ccc(-c2ccc(OCCNC(=O)c3ccc(C)c(C)c3)nn2)cc1,1,-0.1,0.2,-15
CN(C)CC(C)(C)CNC(=S)Nc1cc(S(=O)(=O)N2CCOCC2)ccc1Cl,-2,-0.1,0.8,-2
CCCC(C)NC(=S)Nc1ccccc1 (centres undefined),8,0.8,-1.2,16
O=C1OC(c2ccccc2)=N/C1=C\c1cccc(Br)c1,6,0.0,0.7,8
CC(C)NC(=O)NC(=O)COC(=O)c1cccc(NS(C)(=O)=O)c1,11,0.0,0.1,-7
